# Compound activity as filed in PubChem.
# TAG inh: inhibitors of triacylglycerol accumulation, primary screen, cell-based, uHTS, fluorescence, H9c2 | inhibition, % at 12.5 µM | AID 651582, 2012 | H9c2 cells, Nile Red lipid (TAG) fluorescence; cells loaded with 200 µM oleic acid | 230,000 tested, 0.66% active;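 active = pattern-corrected inhibition of lipid staining of at least 50% with the nuclear-stain viability signal not falling by more than 50%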;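 also: 0% = DMSO wells and 100% = triacsin C control wells; some results filed as inactive read as strong as hits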
# TAG inh DAPI viability: also measured in TAG inh; calls as there; DAPI nuclei signal change (viability), lower = more cytotoxic, %;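 whole-well DAPI fluorescence read on a plate reader as a viability signal; minus 50 percent equals half of cells still viable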
# An asterisk follows results filed as active. Only part of the results is shown. The share of hits here may be higher or lower than overall.
# The line under a structure holds: TAG inh DAPI viability | TAG inh
- CCOC(=O)C1=CC[C@H]2c3c(c4ccccc4n3C)C(=O)C1N2Cc1ccccc1
→ 2 | -6
- CCN1C(=O)CC(C(C)C)N(C2CCCC2)c2nc(Nc3ccc(C(=O)NC4CCN(C)CC4)cc3OC)ncc21 (stereo not given)
→ -12 | 28
- COc1ccc(OCCOC(=O)c2ccc(F)c(S(=O)(=O)N3CCOCC3)c2)cc1
→ 8 | -8
- CCOC(=O)c1c(C)[nH]c(O)c1C=Nc1ccc(Cl)cc1
→ -8 | 8
- O=C(Nc1sc2c(c1C(=O)c1ccc(Cl)cc1)CCCC2)c1cccnc1
→ 3 | 14
- Cc1nc2ccc(Cl)cc2nc(C)/c1=N\O
→ -3 | -3
- CCn1c(SCC(=O)N2CCN(c3ccccc3)CC2)nnc1-c1ccoc1C
→ -6 | -4
- CCN1CCN(C(=S)Nc2cc(C(=O)OC)ccc2C(=O)OC)CC1
→ 0 | -8
- CCC(=O)N1CCc2cc(S(=O)(=O)CCC(=O)NCCc3ccccc3)ccc21
→ 1 | 5
- COc1ccccc1NS(=O)(=O)c1cc(NC(=O)c2cccs2)ccc1N1CCCCC1
→ -1 | 16
- O=C(CSc1nc2[nH]c(=O)cc(O)c2s1)Nc1nccs1
→ -6 | 13
- COc1ccccc1NS(=O)(=O)c1ccc(C(=O)N2CCCC(C(F)(F)F)C2)cc1 (stereo not given)
→ 4 | -16
- O=C(OCC(=O)N1CCCCC1)c1ccc2ccccc2n1
→ 3 | -9
- O=C(CNC(=O)C12CC3CC(CC(C3)C1)C2)Nc1ncccc1O
→ -3 | -4
- COc1ccc(S(=O)(=O)NNC(=O)C2Cc3c(ccc4ccccc34)O2)cc1 (stereo not given)
→ 4 | 1
- CCOC(=O)C1=C(C)NC(SC)=NC1c1ccccc1 (stereo not given)
→ -6 | -2
- CCCOc1ccc2ccccc2c1/C=C1\SC(=O)NC1=O
→ -1 | 5
- O=C(CN1C(=O)CSC1=O)NCc1ccccc1
→ -9 | -2
- O=C(Nc1ccc(Cc2ccncc2)cc1)c1ccco1
→ 0 | 3
- C[C@@H](C(=O)N1CCN(C(=O)OC(C)(C)C)CC1)n1cc(CCCN=C(NC(=O)OC(C)(C)C)NC(=O)OC(C)(C)C)nn1
→ -3 | -2
- CCOC(=O)c1cnn(-c2ncnc3sc(C)c(C)c23)c1N
→ 10 | -7
- COc1cc(/C=N/Nc2ccccc2[N+](=O)[O-])cc(OC)c1O
→ 7 | 9
- COC(=O)C1=NNC(C(=O)c2ccco2)C1c1ccc(OC)cc1 (stereo not given)
→ 10 | -10
- CN1CCN(CCOc2ccc(-c3ccccc3)cc2)CC1
→ 6 | 1
- S=C(NCc1ccncc1)NC1CCCCC1
→ -12 | 11
- COc1ccc(CN2C(=O)c3ccccc3C2=O)cc1C(=O)OC(C)C(=O)NC(N)=O (stereo not given)
→ 96 | 9
- CC(C)(O)C#Cc1ccc(CN2CCN(CCc3ccccc3)C(CCO)C2)s1 (stereo not given)
→ 12 | -7
- COc1cccc(CNC(=O)Cn2nc(C)c([N+](=O)[O-])c2C)c1
→ -6 | 6
- C=CCS(=O)(=O)c1nc2ccccc2s1
→ -6 | 23
- CCCCCOc1ccc(C(=O)CCC(=O)NNC(=O)c2ccncc2)cc1
→ -4 | 6
- Nc1ncn(CC(=O)c2ccccc2)n1
→ -9 | -5
- CC(C)Sc1nnc(NC(=O)C2CC2)s1
→ -1 | -2
- Cc1onc(-c2ccccc2Cl)c1C(=O)N1CCN(C=O)CC1
→ -5 | 10
- Cc1cccc(C(=O)OCC(=O)NCc2ccc(Cl)cc2)c1
→ 16 | -20
- CCOC(=O)CSc1nnc(CNC(=O)c2ccc(OC)cc2)n1Cc1ccccc1
→ -17 | 9
- Cc1ccc2nc(C)cc(SCC(=O)N/N=C/c3ccco3)c2c1
→ 12 | -18
- CCCC(=O)NCCCc1nc2ccccc2[nH]1
→ 6 | 1
- Cc1ccc(NS(=O)(=O)c2ccc(C)c(C(=O)NCC(c3ccccc3)N(C)C)c2)cc1 (stereo not given)
→ 3 | -16
- CCOC(=O)Cc1csc(NC(=O)CSc2nnc(Cc3csc(N)n3)n2C)n1
→ 1 | 5
- Oc1ccccc1C=NN1CCCCCC1
→ -1 | -4
- C=CCn1c(=O)c2c(nc(-c3ccc(S(=O)(=O)O)cc3)n2C)n(C)c1=O
→ 10 | -10
- COc1ccc(-c2ccc(N(C)C)cc2)cc1[C@H]1[C@H]2C=CC[C@@H](C)[C@@H]2C(=O)N1Cc1ccccc1
→ 3 | 13
- O=C(NCCC1CCCCN1S(=O)(=O)c1ccccc1)C(=O)NCC1CCCO1 (stereo not given)
→ -5 | -4
- Cc1cc(C)nc(SCC(=O)c2ccc([N+](=O)[O-])cc2)n1
→ -11 | 9
- CCc1c(C)c2nncn2[nH]c1=O
→ 3 | -18
- Cc1cccc(N2CCN(C(=O)CNC(=O)Cc3ccccc3)CC2)c1C
→ -13 | 0
- O=C(CC(Nc1ccc(F)cc1)C(=O)O)c1ccccc1 (stereo not given)
→ -5 | -10
- O=C1C2C(c3ccccc3)CC=CC2[C@H](c2ccc3ccccc3c2)N1Cc1ccccc1 (stereo not given in full)
→ -6 | -24
- CCS(=O)(=O)n1nc(NCc2cccc(OC)c2)nc1NCc1cccc(OC)c1
→ -5 | -4
- C/C(CC(=O)NCc1ccccc1)=N\NC(=O)c1cnccn1
→ 4 | 2
- CC(C)(C)c1nnc2sc(SCC(=O)c3ccc4c(c3)OCCO4)nn2c1=O
→ 6 | -9
- COC(=O)C1=C(C)N=C2SCCC(=O)N2C1c1ccc(OC(=O)c2ccco2)cc1 (stereo not given)
→ 12 | 7
- CC(O)CNCc1ccccc1C(F)(F)F (stereo not given)
→ -7 | 6
- Cc1nc2ccc(Br)cn2c1C(=O)N/N=C\c1ccc(C(C)C)cc1
→ -10 | 0
- COCCNC(=O)c1cc(OC)c(OC)cc1[N+](=O)[O-]
→ -3 | -6
- O=C(CSc1nncs1)Nc1ccc(N2CCCCC2)cc1
→ -1 | -16
- COc1ccccc1C(=O)NNC(=O)c1ccc(O)cc1
→ 2 | 7
- O=CN1CCN(C=O)C(O)C1O (stereo not given)
→ 3 | -24
- CCC(C)n1c(SCC(=O)Nc2ccc3[nH]c(=O)[nH]c3c2)nc2ccccc2c1=O (stereo not given)
→ 1 | -5
- CCOCCCNC(=O)C(NC(=O)c1ccc2c(c1)OCO2)c1ccccc1 (stereo not given)
→ -11 | 4

# Continuation.
# The line under a structure holds: TAG inh DAPI viability | TAG inh
- Cc1ccc(S(=O)(=O)Oc2ccc(/C=C(/NC(=O)c3ccccc3)C(=O)NC(C)C(=O)O)cc2)cc1 (stereo not given)
→ 11 | -30
- COc1ccc(OC)c(N(CC(=O)NC2CCCC2)S(=O)(=O)c2ccc(OC)c(OC)c2)c1
→ 1 | 6
- O=C(CN1CCOCC1)N(c1ccccc1)c1ccc2ccccc2c1
→ 2 | 10
- C=CCN1C(=O)c2ccc(C(=O)NCC(c3ccccc3)N(C)C)cc2C1=O (stereo not given)
→ 0 | -8
- O=C(CNC(=O)c1ccc(Br)o1)Nc1cccc(-c2cnc3ccccc3n2)c1
→ -4 | -9
- Cc1nn(-c2ccccc2)c(=O)c2ccccc12
→ -6 | 7
- Cc1ccc(S(=O)(=O)Oc2ccccc2-c2ccccc2)cc1
→ -3 | -20
- Cc1ccc(C)c(NC(=S)N(C)CCc2ccccn2)c1
→ -6 | -5
- COc1ccc(CN2CCC(CO)(Cc3cccc(C(F)(F)F)c3)CC2)cc1Cn1cccn1
→ 3 | 5
- O=C1OC(CN(Cc2ccccc2)Cc2ccccc2)CN1N=Cc1ccc([N+](=O)[O-])o1 (stereo not given)
→ 16 | 3
- CCC(Sc1nc(=O)cc(N)n1CCc1ccccc1)C(=O)Nc1cc(C)on1 (stereo not given)
→ -1 | 0
- CCOc1ccc(C(=O)CCC(=O)NNC(=O)c2ccncc2)cc1
→ 3 | -8
- O=C(Cc1ccccc1)Nn1c(-c2ccccc2F)nc2ccccc2c1=O
→ 4 | -3
- C[C@H](CO)N1C[C@H](C)[C@@H](CN(C)C(=O)Nc2ccccc2)Oc2c(NS(=O)(=O)c3ccccc3)cccc2C1=O
→ -1 | -6
- CN(C)S(=O)(=O)c1cccc(N=c2scc(-c3ccc4c(c3)NC(=O)CO4)n2CC2CCCO2)c1 (stereo not given)
→ -7 | -2

# Entries listed so far containing bromine:
# The line under a structure holds: TAG inh DAPI viability | TAG inh
- Cc1nc2ccc(Br)cn2c1C(=O)N/N=C\c1ccc(C(C)C)cc1
→ -10 | 0
- O=C(CNC(=O)c1ccc(Br)o1)Nc1cccc(-c2cnc3ccccc3n2)c1
→ -4 | -9

# The results go on:
# The line under a structure holds: TAG inh DAPI viability | TAG inh
- CCN(CC)C(=O)c1cccc(C)c1
→ -10 | -1
- Cn1c(CCN2CCOCC2)nc2cc(NC(=O)COc3ccccc3)ccc21
→ -1 | 21
- CCOC(=O)Cn1c(CN(C)Cc2ccccc2)nc2c1c(=O)n(C)c(=O)n2C
→ -12 | -6
- COc1ccc2cc(C(=O)C3CCCN(C(=O)c4ccnn4C)C3)ccc2c1 (stereo not given)
→ 36 | 8
- NC(CSC1(c2ccc(Cl)cc2)c2ccccc2-c2ccccc21)C(=O)O (stereo not given)
→ 8 | -6
- O=C(CN1C(=O)C2CC=CCC2C1=O)Nc1ccc(S(=O)(=O)Nc2nccs2)cc1 (stereo not given)
→ 10 | -2
- COC(=O)[C@H](CC(C)C)NC(=O)NC1CCCc2ccccc21 (stereo not given in full)
→ -2 | 0
- CCN(CC)C(=O)c1cn(CCC#N)nc1-c1ccc(F)cc1
→ 5 | -3
- O=C(Nc1ccccc1)c1ccc(=O)n(Cc2ccc(F)c(F)c2)c1
→ -4 | 3
- NC(Cc1ccccc1)c1csc(Nc2ccc(C(=O)NCCO)cc2)n1 (stereo not given)
→ 13 | -5
- CN(C)c1ccc(-c2nn3c(-c4ccccc4Cl)nnc3s2)cc1
→ -12 | 35
- CCCN(CC(=O)Nc1ccccc1OC)C(=O)c1ccc2[nH]c3c(c2c1)CC(C)CC3 (stereo not given)
→ -14 | 8
- CCOC(=O)C1=CN(CC)S(=O)(=O)NC1c1ccccc1 (stereo not given)
→ 1 | -27
- COc1ccc(-c2nc3cnccn3c2NCc2ccccc2)cc1SC1CCCCC1
→ 46 | -7
- O=C(O)C1CCCN1C(=O)Nc1ccc(F)cc1 (stereo not given)
→ -5 | -9

# By substructure: those above with a COOH group.
# The line under a structure holds: TAG inh DAPI viability | TAG inh
- O=C(CC(Nc1ccc(F)cc1)C(=O)O)c1ccccc1 (stereo not given)
→ -5 | -10
- Cc1ccc(S(=O)(=O)Oc2ccc(/C=C(/NC(=O)c3ccccc3)C(=O)NC(C)C(=O)O)cc2)cc1 (stereo not given)
→ 11 | -30
- NC(CSC1(c2ccc(Cl)cc2)c2ccccc2-c2ccccc21)C(=O)O (stereo not given)
→ 8 | -6
- O=C(O)C1CCCN1C(=O)Nc1ccc(F)cc1 (stereo not given)
→ -5 | -9

# Further records
# The line under a structure holds: TAG inh DAPI viability | TAG inh
- CN(CC(O)COCc1cccs1)C1CCCCC1 (stereo not given)
→ 3 | -14
- CCOC(=O)N1CCN(S(=O)(=O)c2ccc(C(=O)N(CCCN(C)C)c3nc4ccc(CC)cc4s3)cc2)CC1
→ 2 | 8
- COc1ccc(S(=O)(=O)Nc2ccc3c(c2)C(=O)N([C@@H](C)CO)C[C@H](C)[C@H](CN(C)CC2CC2)O3)cc1
→ 1 | 0
- COc1ccccc1NC(=O)COC(=O)CCC(=O)c1cccs1
→ 0 | -15
- CC(C)(C)c1cc(-c2ccccc2)no1
→ 1 | 8
- CCC(C)NC(=O)Cn1cc2c(n1)CCC(C)C2 (stereo not given)
→ 2 | -4
- O=C(Cn1ccnc1)c1ccc(O)c(O)c1
→ 3 | -13
- CCCCOC(=O)CSC1=C(C#N)C(c2cccnc2)C(C(=O)OCC)=C(c2ccccc2)N1 (stereo not given)
→ 4 | -13
- Cc1ccc(-n2nnnc2-c2nc3ccccc3s2)cc1
→ 8 | 7
- Cc1nnsc1C(=O)N/N=C/c1ccc2ccccc2c1O
→ -18 | 23
- Cn1c(SCC(=O)NC2CC2)nnc1-c1ccccn1
→ -1 | -2
- Clc1ccc(COn2ccnc2)cc1Cl
→ -5 | 3
- CCOC(=O)N1CCN(S(=O)(=O)c2cc(OCC(N)=O)c(C)cc2Cl)CC1
→ 8 | -12
- N#Cc1nc(-c2cccs2)oc1NCCc1ccccc1
→ 27 | 1
- CCOc1ccc(NC(=O)CN2C(=O)C3CC=CCC3C2=O)cc1 (stereo not given)
→ 0 | -1
- CN(c1ccccc1)S(=O)(=O)c1cccc(C(=O)NC2CCCCC2)c1
→ -7 | 4
- CC1=C(C(=O)OCC(C)C)[C@]23C(=O)c4ccccc4[C@@]2(O1)OC(N)=C3C#N
→ 9 | -7
- COc1ccc(OC)c(C2C(C(N)=O)=C(C)Nc3nc(-c4cccc(Cl)c4)nn32)c1 (stereo not given)
→ -6 | 12
- O=C(COc1ccccc1F)NCc1ccc(-n2cccc2)cc1
→ 11 | -6
- Cc1cc2cc(C(c3nnnn3Cc3ccco3)N3CCc4ccccc43)c(=O)[nH]c2cc1C (stereo not given)
→ -6 | 11
- O=[N+]([O-])c1ccc(Cl)cc1P(=O)(O)c1cc(Cl)ccc1[N+](=O)[O-]
→ 3 | 7
- CCOc1cc(N2CCOCC2)c(OCC)cc1NC(=O)COc1cccc(CC)c1
→ -2 | 7
- Cc1ccc2c(c1)c1c(n2CC(O)Cn2c(C)nc3ccccc32)CCCC1 (stereo not given)
→ 13 | -1
- CCOc1ccc(C(=O)NC2CC(=O)N(c3ccc4c(c3)OCCO4)C2)cc1 (stereo not given)
→ 5 | 13
- Cc1ccc(F)c(S(=O)(=O)NC(=O)C2(C)CCN2C(=O)c2sccc2C)c1 (stereo not given)
→ 13 | -2
- CCOC(=O)C(=CNc1cc(C(F)(F)F)ccc1N1CCOCC1)C(=O)OCC
→ 0 | 4
- CC(Nc1nc2ncn(Cc3ccccc3)c2c(=O)[nH]1)C(=O)O (stereo not given)
→ 13 | -3
- CC(C)CN(C(=O)Cn1nnc(-c2ccc(F)cc2)n1)C1CCS(=O)(=O)C1 (stereo not given)
→ -4 | 13
